# Assay outcomes as filed in PubChem BioAssay.
# Coupling enz: counter-screen for Giardia aldolase inhibitors: coupling enzyme system; coupling enzyme system counterscreen, AmpLite Red fluorescence; activity change, negative = inhibition, % at 58.2 µM, hits read low; 290,000 tested, 0.67% active; AID 2472; in the data active = activity change below about -30%; also: % is scaled to controls: 0 for no effect and ±100 for the full control effect
#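 First, compound is pin-transferred into glyceraldehyde-3-phosphate coupling-enzyme reagent at 57.5 uM final and held 10 min at RT. Next, substrate, coupling system and AmpLite Red are added. After 20 min RT, fluorescence (525/598 nm) is read.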
# Giardia killer: kills Giardia lamblia; Giardia lamblia trophozoite viability; activity change, % at 7.66 µM, hits read low; 340,000 tested, 0.15% active; AID 540267; in the data active = activity change below about -80%; inconclusive = between about -30% and that limit;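 also: parasites exposed to compound for two days anaerobically before the ATP read; % is scaled to controls: 0 for no effect and ±100 for the full control effect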
#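 Giardia trophozoites, 100 cells per well, were exposed to compounds for 48 hrs at 37 deg C under anaerobic conditions; viability was then read as ATP content by bioluminescence after 15-30 min at room temperature.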
# Tb PFK block: inhibitors of T. brucei phosphofructokinase. T. brucei PFK, ADP-Glo luminescence. Potency, µM (highest dose often 57.5 µM), without a hit: at the highest dose activity, negative = inhibition, most hits filed as inhibitors. 330,000 tested, 0.17% active. AID 485367;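 also: potency is read from the fitted curve at half-maximal effect; 0% = uninhibited 1x PFK enzyme wells and -100% = no-enzyme wells; nearly all actives have a fitted effect of over 60% in size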
#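 Activity is normalized to no-enzyme wells (full inhibition) and 1.25 nM enzyme wells (no inhibition). Reaction: 0.5 mM F6P, 0.1 mM ATP, 45 min RT, ADP-Glo luminescence; concentration-response curves fitted and classed by quality.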
# BCR signal inh: inhibitors of chronic active B-cell receptor signaling | Potency, µM (series often up to 46.1 µM), for inactives: at the top dose ratio change, negative = lower green/red ratio, most hits filed as inhibitors | ABC-DLBCL IkBa-CBG/CBR reporter, luminescence ratio, 4 h | 340,000 tested, 0.05% active; active = well fitted inhibition curve with a large enough effect in the signal ratio, with a control signal flat, not every such curve was filed as active; inconclusive = small, poorly fitted or top-dose-only effect, or effect the other way, or a change in a side signal; the % refers to the signal ratio;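 also: potency is read from the fitted curve at half-maximal effect; plate controls were basal doxycycline-induced cells for no effect and cells given 10 µM MG132 for full effect; MG132 reads +100%, hits lower the ratio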
#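 TMD8 ABC-DLBCL cells carrying doxycycline-inducible green luciferase fused to IkappaBalpha plus unfused red luciferase were exposed to compounds (up to 46 uM) for 4 hrs at 37C. Activity came from the overlap-corrected green/red luminescence ratio.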
# TSHR antag: antagonists of human thyroid stimulating hormone receptor | P16473 | TSHR-expressing cells, TSH-stimulated cAMP HTRF, 2 h; active compounds read low | AID 504810 | activity change, negative = inhibition, % at 11.5 µM | 330,000 tested, 0.2% active;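 active = activity change below a set negative limit, meaning inhibition stronger than a set level, cut at about -70% in these data; inconclusive = activity change between two set negative limits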; also: % is scaled to controls: 0 for no effect and ±100 for the full control effect
# Target sequence (P16473 whole entry, looked up): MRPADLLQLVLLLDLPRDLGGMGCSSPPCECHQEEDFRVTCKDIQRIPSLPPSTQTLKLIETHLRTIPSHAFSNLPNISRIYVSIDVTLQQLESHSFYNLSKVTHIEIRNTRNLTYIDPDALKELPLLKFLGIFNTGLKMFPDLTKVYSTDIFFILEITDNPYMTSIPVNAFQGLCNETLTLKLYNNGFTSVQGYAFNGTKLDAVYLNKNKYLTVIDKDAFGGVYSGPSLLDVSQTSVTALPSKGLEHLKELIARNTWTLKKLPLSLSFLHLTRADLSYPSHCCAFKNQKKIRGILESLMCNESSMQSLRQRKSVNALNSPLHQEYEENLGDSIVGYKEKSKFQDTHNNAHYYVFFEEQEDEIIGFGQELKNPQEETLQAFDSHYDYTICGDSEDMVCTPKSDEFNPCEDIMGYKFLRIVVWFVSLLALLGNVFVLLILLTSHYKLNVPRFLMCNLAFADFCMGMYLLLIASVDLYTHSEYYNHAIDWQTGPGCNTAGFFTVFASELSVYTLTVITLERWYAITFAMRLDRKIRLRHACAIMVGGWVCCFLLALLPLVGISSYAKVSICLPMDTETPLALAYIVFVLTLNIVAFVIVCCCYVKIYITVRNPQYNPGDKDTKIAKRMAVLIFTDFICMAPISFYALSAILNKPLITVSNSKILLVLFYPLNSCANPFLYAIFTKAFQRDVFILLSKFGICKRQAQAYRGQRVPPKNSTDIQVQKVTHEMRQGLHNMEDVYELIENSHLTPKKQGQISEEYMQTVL
#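 Antagonism was scored as loss of TSH-driven cAMP in TSHR cells, stimulated with 4nM TSH (EC80) for 2 hours at 37 deg C and detected by homogeneous HTRF competition immunoassay.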
# AT treatment: potential ataxia-telangiectasia treatment. […] A-T fibroblasts, KAP-1 phosphorylation AlphaLISA; neocarzinostatin DNA damage 30 min before lysis. Potency, µM (highest dose often 57.5 µM), inactives show at the top dose activation, hits mostly activators. 320,000 tested, 0.19% active; also: potency is read from the fitted curve at half-maximal effect; % of control where 0% means no effect; nearly all actives have a fitted effect of over 45% in size
#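 ATM-like activity read as KAP-1 phosphorylation via AlphaLISA donor/acceptor antibody pairs after lysis and 6 hr at 25C. Cells were ATM-null patient fibroblasts ([…], hTERT), dosed 60 min, then exposed to the DSB inducer NCS for 30 min.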
# KCNH2 WT inh: blocks the wildtype human KCNH2 potassium channel | U2OS, BacMam KCNH2, thallium flux FluxOr; active compounds read low | activity change, % at 1.84 µM | 340,000 tested, 0.37% active | AID 720551 | Q12809;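 active = maximum activity change below -70%; inconclusive = maximum activity change between -70% and -50%; inactive = maximum activity change above -50%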; also: % is scaled to controls: 0 for no effect and ±100 for the full control effect
#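 U2OS cells transduced with wild-type KCNH2 virus are loaded with FluxOr dye for 45 min, and thallium flux is measured in kinetic reads before and after stimulation buffer. Rate constants are normalized to DMSO controls.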
# MLL CXXC-DNA inh: blocks binding of human MLL CXXC domain to DNA; Q03164; MLL-CXXC / FITC-HOXA9 DNA fluorescence polarization; Potency, µM (titrated, usually from 115 µM), for the others: at the top dose activity change, negative = inhibition, usual class: inhibitors; 290,000 tested, 0.037% active; AID 2662; active = well fitted inhibition curve with a large enough effect in the polarisation, with a control signal flat, not every such curve was filed as active; inconclusive = small, poorly fitted or top-dose-only effect, or effect the other way, or a change in a side signal; inactive = no such curve, though single readings can be large or run the other way; the % refers to the polarisation; also: potency is read from the fitted curve at half-maximal effect
#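 Fluorescence polarization: 7 uM MLL-CXXC (stock) preincubated 5 min with compounds, then 50 nM fluorescein-HOX-A9 DNA (stock) added; 30 min ambient. Buffer 50 mM Tris-HCl pH 7.5, 50 mM NaCl, 1 mM DTT, 0.05% BSA.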
# TCR act: activates T cell receptor signaling; primary human leukocytes, anti-CD3, IL-2 HTRF, 48 h; Potency, µM (titrated, usually from 9.22 µM), without a hit: top-dose activation of IL-2 secretion, usual class: activators; 330,000 tested, under 10 active; AID 504894; also: % of control where 0% means no effect
#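 Human primary leukocytes + a-CD3 beads + cpd, 48 hr; IL-2 in supernatant by HTRF (ex 320nm / em 665nm). No co-stimulatory signal supplied.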
# GALK inh: inhibitors of human galactokinase | AID 1868 | 270,000 tested, 0.007% active | Purified GALK, Kinase-Glo residual ATP luminescence | Potency, µM (doses to about 57.5 µM), without a hit: at the top dose activity change, negative = inhibition, most hits filed as inhibitors; also: potency is read from the fitted curve at half-maximal effect; % is scaled to controls: 0 for no effect and ±100 for the full control effect
#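 Human GALK (5 nM) with 35 uM ATP and 100 uM galactose in 20 mM HEPES pH 8.0, 5 mM MgCl2, 60 mM NaCl, 1 mM DTT, 0.01% BSA. After 1 h at room temperature, leftover ATP was read by Kinase-Glo Plus luminescence.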
# An asterisk follows results filed as active; i = inactive; ? = inconclusive; . = not tested or not shown; [ ] = dose if it differs, or a comment. Unless noted, calls follow the shape of the dose curve; as a rule, active = well fitted curve in the direction sought with a large enough effect; inconclusive = small, poorly fitted or top-dose-only effect, or another doubt; inactive = no such curve, though single readings can be large; an effect the other way counts as inactive or inconclusive. Random draw from the library. Share with any hit: about 1.6%.
SMILES,Coupling enz,Giardia killer,Tb PFK block,BCR signal inh,TSHR antag,AT treatment,KCNH2 WT inh,MLL CXXC-DNA inh,TCR act,GALK inh
COc1ccc(S(=O)(=O)N(C)C)cc1NCC(=O)Nc1ccc(Br)cc1F,-9,4,0%,9%,28,6%,3,10%,15%,1%
CCN(C(=O)Cc1c(C(=O)O)n(C)c2ccccc12)c1cccc(C)c1,0,7,-1%,5%,-6,0%,0,-8%,-2%,-2%
COc1ccc(C(=O)/C=C/Nc2ccc(S(=O)(=O)Nc3ncccn3)cc2)cc1,-4,.,-2%,16%,11,-7%,.,-8%,-7%[46.1 µM],1%
COc1ccccc1CCN1C(=S)NC(C)(C)CC1(C)O (stereo not drawn),0,-2,-6%,?,-9,-6%,0,7%,0%,-2%
CCc1nnc(NS(=O)(=O)c2ccc(N/C=C\C(=O)c3ccc(C)cc3)cc2)s1,4,21,2%,14%,20,4%,-5,46%[activator],0%,-2%
Cc1c(NC(=O)c2cc(-n3cnnc3)ccc2Cl)cccc1-c1nc2ccccc2o1,7,-7,3%,?,1,.,12,4%,2%[46.1 µM],1%
O=C(CO/N=C/c1ccccc1OC(F)F)NC1CCCCC1,3,-21,1%,0%,6,4%,i,1%,4%[46.1 µM],-2%
NC(=O)c1ccc(NC(=O)CCN=C2NS(=O)(=O)c3ccccc32)cc1,.,10,4%,-12%,3,0%,3,.,3%,.
CC(C)NC(=S)N/N=C/c1cccnc1,-1,-2,0%,?,2,0%,-7,-9%,-5%,0%
Cc1cccc(COc2ccc(/C=N/NC(=O)c3nnn(-c4nonc4N)c3CN3CCCCC3)cc2)c1,-25,3,1%,0%,-8,-14%,15,10%,-25%,11%
Cc1ccc(NC(=O)OCCNC(=O)c2ccncc2)cc1,2,10,1%,2%,-7,8%,5,-2%,3%,11%
O=C(CN1C(=O)NC2(CCCCC2)C1=O)Nc1cccc(S(=O)(=O)N2CCCC2)c1,.,9,-3%,-16%,-7,11%,-3,.,-2%,.
CCOc1ccc(/C=C2/SC(=S)N(n3c(C)ccc3C)C2=O)cc1,-1,4,-2%,12%,-18,-4%,-8,3%,-1%,-1%
Cc1ccc(Nc2nc(-c3cccs3)cs2)nc1,0,-25,-5%,?,-16,8%,0,?,-2%,-4%
O=C(Cn1cnc2c(nnn2-c2ccc(F)cc2)c1=O)NCC1CCCO1 (stereo not drawn),1,3,1%,?,50,1%,-5,-1%,4%[46.1 µM],1%
O=C1/C(=C/c2cccnc2)SC(=S)N1c1ccc(F)cc1,3,3,0%,?,9,-1%,-1,11%,0%[46.1 µM],0%
Cc1cc(NC(=O)c2cc3n(n2)C(C(F)(F)F)CC(c2ccc(Cl)c(Cl)c2)N3)no1 (stereo not drawn),2,22,-1%,-18%,0,3%,5,6%,-3%,1%
Cc1ccc(OCCC(=O)OCC(=O)NC(=O)NCc2ccccc2)cc1,.,-4,1%,-14%,-4,2%,-4,.,-3%,.
CCCS(=O)(=O)N1CCCC(C(=O)NCCc2cccc(C)c2)C1 (stereo not drawn),0,25,2%,2%,-5,-5%,-15,1%,-3%,-3%
CC(=O)Nc1cc(NC(=O)CCCC(=O)O)ccc1Cl,2,2,-1%,0%,13,-6%,-4,1%,0%,0%
COCC(=O)Nc1sc2c(c1C(=O)OC)C(C(=O)OC)CC2 (stereo not drawn),0,6,0%,13%,-5,5%,-3,3%,-2%,-5%
O=C(O)c1cccc(NC(=O)c2ccc(Cl)c(S(=O)(=O)N3CCCCCC3)c2)c1,7,0,-6%,13%,-2,0%,-4,0%,-9%,3%
C/C(=N/OC(=O)c1ccc(Cl)cc1Cl)c1oc(C)nc1C,-3,-15,3%,-7%,0,1%,-9,12%,-1%,-1%
CS(=O)(=O)NCC(c1cccnc1)N1CCN(c2ccccc2F)CC1 (stereo not drawn),3,-4,2%,-1%,-1,-15%,-7,4%,12%,-2%
CC(C)(C)OC(=O)NNC(=O)NC12CC3CC(CC(C3)C1)C2,3,-1,-2%,5%,-17,3%,-6,22%,-41%,0%
CCC(OC(=O)c1ccco1)C(=O)NCc1ccco1 (stereo not drawn),2,-6,-2%,2%,3,11%,-7,-6%,6%,1%
COc1ccc(OC)c(NC(=O)CN2c3cccc4cccc(c34)S2(=O)=O)c1,.,-19,0%,?,.,1%,28,.,5%,.
CCC(C)(C(=O)NC1CCCC1)N(C(=O)c1ccccn1)c1ccc(C)cc1 (stereo not drawn),4,32[activator],-1%,-11%,1,-1%,19,7%,4%,0%
Oc1cccc(NC(=S)N=Nc2c(O)[nH]c3ccccc23)c1,5,2,14%,?,24,1.3µM*,-14,17%,-4%,-1%
CCN(CC(=O)Nc1ccc2c(c1)OCO2)Cc1nc2ccccc2c(=O)[nH]1,-4,9,3%,-2%,-2,2%,-22,-17%,3%,3%
COC(=O)c1cc(Br)c(=O)n(CC(C)C)c1,-2,20,1%,?,7,-2%,4,-4%,-22%,-3%
COc1ccc(C(=O)NC(=S)Nc2ccc3[nH]c(=O)[nH]c3c2)cc1,2,-4,0%,1%,1,3%,-1,7%,5%,3%
Cc1cccc(Nc2nn3c(=O)c4ccccc4nc3s2)c1,-1,12,0%,12%,10,-3%,5,0%,1%,-1%
COC(=O)c1nc(-c2ccc(C)cc2)oc1N(C)C,0,-3,3%,-1%,3,1%,-25,4%,-1%,2%
CCOC(=O)c1cnn(CCOC(=O)c2ccc(F)cc2)c1NC(=O)c1ccc(F)cc1,1,-11,0%,-1%,-9,-1%,1,-4%,-6%[46.1 µM],1%
COc1ccc(/C=N/c2sc3c(c2C#N)CCN(Cc2ccccc2)C3)c(O)c1,2,.,9%,3%,3,2%,.,-5%,-1%[46.1 µM],1%
CCOC(=O)c1nc2sc3c(c2c(=O)[nH]1)CCC(C)C3 (stereo not drawn),-1,-4,-14%,-2%,6,10%,-25,-10%,-2%,3%
O=C(C1CC(=O)N(c2ccc3c(c2)OCCO3)C1)N1CCN(c2cccc(C(F)(F)F)c2)CC1 (stereo not drawn),.,11,-4%,-15%,-3,-6%,23,.,-3%,.
CCCc1cc(=O)[nH]c(SCC(=O)N2CCCC2=O)n1,.,12,-3%,-12%,-3,5%,4,.,8%,.
COc1ccc(C(CCN2CCOCC2)c2c(OC)cc(OC)c3ccc(=O)oc23)cc1 (stereo not drawn),.,?,-2%,0%,5,4%,24,.,0%[46.1 µM],.
Cc1cccc(COC(=O)C(Cc2ccccc2)NC(N)=O)c1 (stereo not drawn),-3,9,3%,0%,-19,-2%,-4,1%,-3%,-2%
O=C(Nc1ccccc1C(F)(F)F)N1CCN(c2ccc3nncn3n2)CC1,-1,-7,-2%,?,-2,15%,-23,22%,1%,0%
Cc1sc2ncnc(N3CCC(C(=O)NNC(=O)COc4ccccc4Cl)CC3)c2c1C,.,2,4%,?,-10,-2%,9,.,-1%,.
CCc1nnc(SCC(=O)Nc2ccc(N3CCOCC3)cc2)o1,1,-23,0%,?,0,4%,-19,4%,6%,0%
CC(=O)N1CCCN(Cc2cn(-c3cccc(C)c3)nc2-c2cccc(F)c2)CC1,0,30[activator],0%,-1%,4,16%,2,-8%,-6%,-2%
Cc1ccccc1NC(=O)CSc1nc(COc2ccccc2)nc2ccccc12,2,-11,-1%,-3%,-2,10%,9,9%,-10%,5%
CC(C)(C)NC(=O)c1cccc(NC(=O)CSc2ccc(Cl)cc2)c1,0,-4,2%,4%,-7,5%,8,-4%,-3%[46.1 µM],.
Cc1ccc(Cn2c(SC3CCOC3=O)nc3ccccc3c2=O)cc1 (stereo not drawn),0,-2,-3%,-3%,8,4%,13,3%,-2%[46.1 µM],0%
CCCn1nnnc1NCc1ccccc1Cl,2,-11,?,0%,6,0%,-2,-12%,.,-2%
CC1CCCC(C)N1C(=O)CSc1nnc(-c2ccco2)n1C (stereo not drawn),.,19,-1%,-1%,2,5%,-5,.,2%,.
Cc1ccc(/C=N/NC(=O)c2ccco2)cc1,2,7,-4%,?,0,-3%,-2,-3%,-1%,5%
CC(=O)Oc1cccc(N2C(=O)C3C4C=CC(CC4)C3C2=O)c1 (stereo not drawn),1,8,-1%,?,-3,-5%,-7,?,-7%,-4%
CN(C(=O)c1ccccc1C(=O)c1ccccc1)C1CCS(=O)(=O)C1 (stereo not drawn),0,-17,0%,1%,15,-5%,7,-3%,4%,0%
CCCn1c(C)cc(C(=O)COC(=O)c2cc(S(=O)(=O)NCC(C)C)c(Cl)cc2Cl)c1C,-1,9,0%,?,-10,0%,13,1%,9%,-2%
